Source: PubChem BioAssay (National Center for Advancing Translational Sciences (NCATS))
L3MBTL1 block: qHTS Assay for the Inhibitors of L3MBTL1. Lethal(3)malignant brain tumor-like protein 1 (Homo sapiens), Q9Y468. AlphaScreen L3MBTL1–H3K9me1 peptide binding. Potency, µM (series often up to 57.1 µM), for inactives: at the top dose activity, negative = inhibition, actives largely listed as inhibitors. hit rate 0.66% among 230,000; note: % is set by controls: 0 for no effect and ±100 for the full control effect; nearly all actives have a fitted effect of over 60% in size
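AlphaScreen assay: L3MBTL1 (50 nM final) was preincubated 30 min at room temperature with biotinylated H3(1-15)K9me1 peptide (75 nM final), then 30 min with library compounds; streptavidin donor and nickel chelate acceptor beads (10 ug/mL final) added, 30 min dark.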
SMN2 splice enh: qHTS Assay for Enhancers of SMN2 Splice Variant Expression | HEK293 SMN2-luciferase splicing reporter, luminescence, 30-36 h | Potency, µM (titrated, usually from 46.1 µM), inactives show at the highest dose activity change, positive = activation, usual class: activators | hit rate 2.8% among 210,000 | AID 1458, 2008; note: % of control where 0% means no effect; nearly all actives have a fitted effect of over 55% in size
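HEK293 cells carry an SMN2 […]–luciferase reporter in which exon 7 inclusion puts luciferase in frame. Cells were plated 10-12 h before compound addition, then incubated 30-36 h at 37C. ONE-Glo luminescence was read; sodium butyrate at 4.5 mM final served as control.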
KDM4E inh: qHTS Assay for Inhibitors of Human Jumonji Domain Containing 2E (JMJD2E); hit rate 1.6% among 230,000; Potency, µM (titrated, usually from 57.1 µM), inactives show top-dose activity change, negative = inhibition, most hits filed as inhibitors; JMJD2E catalytic domain, FDH-coupled NADH fluorescence (FDH is formaldehyde dehydrogenase); active = well fitted inhibition curve with a large enough effect, not every such curve was filed as active; inconclusive = small, poorly fitted or top-dose-only effect, or another doubt; inactive = no such curve, though single readings can be large or run the other way;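 note: 0% = wells with enzyme and -100% = buffer wells without enzyme; nearly all actives have a fitted effect of over 50% in size; many of its hits are not listed in these tables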
Target sequence (B2RXH2 1-337 limits assumed): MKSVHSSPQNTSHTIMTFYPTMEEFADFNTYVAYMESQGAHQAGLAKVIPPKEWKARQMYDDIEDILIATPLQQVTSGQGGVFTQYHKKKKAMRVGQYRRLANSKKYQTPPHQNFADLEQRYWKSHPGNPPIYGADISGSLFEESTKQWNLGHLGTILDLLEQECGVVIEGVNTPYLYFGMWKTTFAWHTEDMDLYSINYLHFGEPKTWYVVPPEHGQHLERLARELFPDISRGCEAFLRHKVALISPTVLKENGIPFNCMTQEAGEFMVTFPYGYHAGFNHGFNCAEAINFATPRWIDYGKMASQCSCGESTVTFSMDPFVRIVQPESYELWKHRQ
LMNA splice mod: qHTS Assay for Modulators of Lamin A Splicing. HeLa LMNA splicing GFP/RFP minigene ratio, 48 h. Potency, µM (top dose mostly 46.1 µM), for inactives: top-dose ratio change, negative = inhibition, usual class: inhibitors. hit rate 0.01% among 200,000; active = well fitted inhibition curve with a large enough effect in the signal ratio, with a control signal flat, not every such curve was filed as active; inconclusive = small, poorly fitted or top-dose-only effect, or effect the other way, or a change in a side signal; the % refers to the signal ratio; note: % is set by controls: 0 for no effect and ±100 for the full control effect
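S3 HeLa cells stably expressing lamin A-EGFP splicing minigene plus DsRed2, 600 cells/well, 48 h compound exposure at 37C. Laser-scanning cytometry; analysed as GFP (500-530 nm)/RFP (575-640 nm) total intensity ratio; 0.5% DMSO vehicle.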
Tau ThT inhib: qHTS for Inhibitors of Tau Fibril Formation, Thioflavin T Binding | Microtubule-associated protein tau (Homo sapiens), P10636 | Potency, µM (top dose mostly 57.4 µM), for inactives: at the highest dose activity, negative = inhibition, usual class: inhibitors | hit rate 2.1% among 270,000 | recombinant tau K18 P301L (four-repeat tau fragment), heparin-induced fibrillization, ThT fluorescence; note: % is set by controls: 0 for no effect and ±100 for the full control effect; nearly all actives have a fitted effect of over 55% in size
Target sequence (P10636 561-689 P618L limits assumed): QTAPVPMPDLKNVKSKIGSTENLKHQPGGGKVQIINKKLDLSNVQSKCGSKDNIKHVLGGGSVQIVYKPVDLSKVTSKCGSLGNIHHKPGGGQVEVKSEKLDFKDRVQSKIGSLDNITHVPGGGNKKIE
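In this qHTS, human K18 P301L tau is incubated with compound and heparin for 6 hr at 37 C, and Thioflavin T fluorescence then reports fibril load.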
RECQ1 helicase: qHTS Assay for Inhibitors of RecQ-Like Dna Helicase 1 (RECQ1); ATP-dependent DNA helicase Q1 (Homo sapiens), P46063; RECQ1 DNA unwinding, red fluorescence kinetic read; Potency, µM (highest dose often 57.3 µM), without a hit: top-dose activity, negative = inhibition, usual class: inhibitors; hit rate 0.54% among 240,000; AID 2549, 2010;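 note: plate controls were vehicle for no effect and no enzyme for full effect; nearly all actives have a fitted effect of over 30% in size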
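RECQ1T1 50 nM; forked duplex (20 bp + 30-nt ss tails) 200 nM, ATP 2 mM final; pH 8.0, 2 mM MgCl2, 2.5 ug/ml poly(dI-dC); 15 min compound preincubation; discontinuous kinetic read over 2 h at RT.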
ALDH1A1 inh: qHTS Assay for Inhibitors of Aldehyde Dehydrogenase 1 (ALDH1A1). Aldehyde dehydrogenase 1A1 (Homo sapiens), P00352. Purified ALDH1A1, NADH fluorescence, propionaldehyde substrate. Potency, µM (highest dose often 75.3 µM), without a hit: at the highest dose activity, negative = inhibition, actives largely listed as inhibitors. hit rate 7.3% among 220,000. AID 1030, 2008; active = well fitted inhibition curve with a large enough effect, not every such curve was filed as active; inconclusive = small, poorly fitted or top-dose-only effect, or another doubt; inactive = no such curve, though single readings can be large or run the other way;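 note: plate controls were no enzyme wells and a reference inhibitor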
Target sequence (P00352 whole entry, looked up): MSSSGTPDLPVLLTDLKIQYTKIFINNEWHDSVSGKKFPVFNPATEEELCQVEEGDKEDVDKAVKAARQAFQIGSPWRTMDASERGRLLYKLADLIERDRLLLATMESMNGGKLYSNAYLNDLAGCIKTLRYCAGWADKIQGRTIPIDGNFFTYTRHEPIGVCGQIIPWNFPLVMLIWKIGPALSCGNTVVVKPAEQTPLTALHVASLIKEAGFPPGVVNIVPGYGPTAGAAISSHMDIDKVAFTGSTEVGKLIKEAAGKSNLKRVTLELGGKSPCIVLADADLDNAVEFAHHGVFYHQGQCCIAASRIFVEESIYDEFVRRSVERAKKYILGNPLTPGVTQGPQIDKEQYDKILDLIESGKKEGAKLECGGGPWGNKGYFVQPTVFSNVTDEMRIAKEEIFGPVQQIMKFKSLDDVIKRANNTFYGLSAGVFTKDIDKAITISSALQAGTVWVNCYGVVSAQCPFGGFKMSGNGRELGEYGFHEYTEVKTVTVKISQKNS
KinaseGlo FLuc: Counterscreen for Luciferase (Kinase-Glo TM) Inhibition; Luciferin 4-monooxygenase (Photuris pensylvanica), Q27757; Kinase-Glo luciferase, ATP luminescence, 8 min; Potency, µM (series often up to 38.3 µM), for inactives: at the top dose activity change, negative = inhibition, actives largely listed as inhibitors; hit rate 0.28% among 200,000; AID 1379, 2008; note: % is set by controls: 0 for no effect and ±100 for the full control effect; nearly all actives have a fitted effect of over 60% in size
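Compounds were added to a substrate mix at pH 7.2 (50 mM imidazole, 10 uM ATP, within the enzyme's linear range), followed by Kinase-Glo detection reagent; luminescence was measured after 8 minutes at ambient temperature.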
Starred values were filed as active, the others as inactive; i = inactive; ? = inconclusive; · = no result given; & = joins results of further samples; [ ] = dose if it differs, or a comment. Unless noted, calls come from the whole dose curve; as a rule, active = well fitted curve in the direction sought with a large enough effect; inconclusive = small, poorly fitted or top-dose-only effect, or another doubt; inactive = no such curve, though single readings can be large; an effect the other way counts as inactive or inconclusive. Potency is the fitted concentration of half-maximal effect. The list is partial. The share of hits here may be higher or lower than overall.

Below each compound: L3MBTL1 block	SMN2 splice enh	KDM4E inh	LMNA splice mod	Tau ThT inhib	RECQ1 helicase	ALDH1A1 inh	KinaseGlo FLuc
O=C(NC1CCCCCCC1)c1c(O)c2ccccc2[nH]c1=O
→ 6%[11.4 µM]	?	-4%	6%	-12%	2%	-1%	-7%
CC(C)C(=O)Nc1ccc(NC(=S)NC(=O)c2cc3ccccc3o2)cc1
→ ·	5%	-1%	16%[46 µM]	-4%	-3%	16%	-1%
N#Cc1ccc(S(=O)(=O)N2CCc3[nH]c4ccc(F)cc4c3C2)cc1
→ -17%	·	-9%	·	9%	i	·	·
CC(C)(C)S(=O)(=O)c1cnc(-c2ccc(Cl)cc2)nc1N
→ 3%	·	9%	·	-12%	-6%	-2%	·
CCc1ccccc1-n1c(SCC(=O)N2CCCC2)nc2[nH]ncc2c1=O
→ ·	-7%	3%	8%[9.22 µM]	-2%	-6%	?	2%
Cc1cc(/C=N/n2c(COc3ccccc3C)nc3ccccc3c2=O)c(O)c([N+](=O)[O-])c1
→ ?	-97%[inhibitor]	-1%	?	-1%	2%	2%	-7%
CCOC(=O)CSC(C)C(=O)Nc1nnc(C(C)C)s1 (stereo not given)
→ -4%	-3%	3%	-5%	1%	1%	3%	1%
O=C1C2CCCN2C(=O)N1CCCCN1CCN(CCO)CC1 (stereo not given)
→ -1%	-11%	-3%	-5%	3%	10%	?	-4%
CCCCC/C=C\CC(O)/C=C/c1cccc(CC(O)CCCCO)n1 (stereo not given)
→ ·	-13%&9%&3%	-15%&5%	-8%	-5%&-2%&-6%	-7%&-1%&-7%	7%&10%	-7%&-1%
COc1ccc(NC(=S)N(Cc2ccc(N(C)C)cc2)Cc2ccco2)cc1
→ ?	-15%[1.84 µM]	2%	?	5%	-7%	11µM*	-5%
COc1ccccc1CNC(=O)CSc1nn2c(=O)c(C(C)(C)C)nnc2s1
→ ·	-25%	7%	·	?	-7%	-8%	-3%
CCCn1c(O)c(N=NC(=O)c2cccnc2)c2cc(Br)ccc21
→ 26%	·	?	·	?	-2%	1.1µM*	·
Cc1ccc(OCC(=O)Nc2ccc(N3CCN(S(C)(=O)=O)CC3)cc2)cc1
→ 13%	·	1%	4%[46 µM]	-11%	i	-3%	3%
O=C(NCC1CCCO1)c1cccs1 (stereo not given)
→ 5%	14%	-1%	-1%	3%	-9%	74%[activator]	-5%
COCc1cc(=O)[nH]c(-c2ccccc2OC(F)(F)F)n1
→ 13%	·	6%	·	-4%	-2%	-4%	·
CCOc1cc(C(=O)N/N=C/c2ccsc2)cc(OCC)c1OCC
→ 5%	8%	2%	?	-8%	-4%	-4%	3%
O=S(=O)(ON(c1ccccc1)S(=O)(=O)c1ccccc1)c1ccccc1
→ 8%	-18%	0%	-4%	-1%	-2%	?	0%
CC(C)NC(=O)CCNC(=O)c1ccc(F)cc1
→ 0%	-25%	6%	5%	-17%	i	2.8µM*	2%
Cc1ccsc1C1CC(=O)OC2=C1C(=O)CC(C)(C)C2 (stereo not given)
→ 17%	2%	6%	·	-4%	i	7%	0%
CC(C)CC(=O)NC(=S)Nc1ccc(NC(=O)c2cccs2)cc1
→ ·	-3%	0%	-4%	-12%	-10%	?	-6%
COc1ccc(Nc2nc(N)nc(CN3CCN(c4ccccn4)CC3)n2)cc1
→ ·	-11%	-20%	4%	?	11%	?	9%
CC(=O)Nc1ccc(N2C(=O)CC(N3CCSCC3)C2=O)cc1 (stereo not given)
→ -3%	-5%	-25%	·	9%	24%	?	-1%
CC(=O)C1=C(O)C(=O)N(Cc2cccnc2)C1c1ccccc1 (stereo not given)
→ 23%[11.4 µM]	0%	?	-8%	-3%	-5%	?	3%
O=C(CCc1ccccc1)NNC(=S)Nc1ccc(F)cc1
→ ·	·	13%	·	-2%	-3%	2%	·
O=C(Nc1ccc(N2CCOCC2)cc1)c1ccc([N+](=O)[O-])cc1
→ -10%	-7%	-5%	-1%[46 µM]	2.8µM*	-8%	9%	-5%
Nc1nc2ccc(N3CCOCC3)cc2s1
→ 5%	16µM*	-2%	0%	?	-3%	1%	-1%
Oc1ccc2cc(Br)ccc2c1CN1CCCC1
→ -2%	8%	-7%	?	?	-3%	-3%	-1%
CNC(=O)[C@H](C)/C=C/C(NC(=O)OCc1ccccc1)c1ccc(C(=O)OC)cc1 (stereo not given in full)
→ ·	3%	-8%	·	-13%	i	?	-1%
CC1(C)CC(=O)/C(=C(\O)CCCN2C(=O)c3ccccc3C2=O)C(=NCCO)C1
→ -8%	9%	?	-10%[46 µM]	-5%	i	-1%	2%
CC(C)(Oc1ccc(Cl)cc1)C(=O)OCn1nnc2ccccc2c1=O
→ 0%	0%	3%	-9%	-5%	10%	5µM*	3%
Cc1cc(NC(=S)Nc2cccc3ccccc23)n[nH]1
→ -17%	-10%	?	·	2%	5%	6.3µM*	0%
CCNC(=O)C1=C(O)c2sccc2N(C)S1(=O)=O
→ 10%	7%	-13%	?	-1%	4%	1%	2%
COc1ccc(Nc2ncnc3sc(-c4ccccc4)cc23)cc1OC
→ 6%	-6%	?	?	?	-15%	?	3%
CSc1nnc2n(-c3ccc(C)cc3)c(=O)c3c4c(sc3n12)COC(C(C)C)C4 (stereo not given)
→ -3%	-4%	7%	-4%	8%	-8%	5%	2%
Cc1cc(NC(=O)Cn2nc([N+](=O)[O-])c(Br)c2C)no1
→ -3%	-2%	-13%	-1%[46 µM]	-2%	i	-2%	0%
Cc1ccccc1NC(=S)N(Cc1ccco1)C(C)c1cccs1 (stereo not given)
→ ·	-17%	-4%	·	-1%	-4%	-3%	1%
CCCCOc1ccc(C(=O)N/C(=C\c2cccc([N+](=O)[O-])c2)C(=O)OC(C)C)cc1
→ -7%	8%	-5%	21%	-15%	-9%	-9%	3%
Cc1cc(C)c(NS(=O)(=O)c2ccc(NC(=O)/C=C/C(=O)O)cc2)c(C)c1
→ -13%	-1%	-12%	-8%	3%	-1%	3%	6%
Cc1noc(C)c1COC(=O)c1ccccc1NC(=O)c1ccco1
→ ?	2%	?	-35%[46 µM]	-6%	i	?	1%
Cc1cccc(Cn2ncc(Cl)c(Cl)c2=O)c1
→ 10%	24%	1%	?	-11%	i	?	0%
COc1ccc(S(=O)(=O)NN(C)c2ncc(C(F)(F)F)cc2Cl)cc1
→ -27%	6%	4%	8%[46 µM]	-2%	-16%	-1%	-1%
CCN(CC)c1ccc(C=Nc2ccc(C)cc2C)c(O)c1
→ 10%	·	10%	·	?	i	20µM*	2%
COc1ccc(NC(=O)CC2SC(=NCc3ccccc3OC)NC2=O)cc1 (stereo not given)
→ 3%	-13%	6%	5%	-9%	-5%	-3%	2%
COc1ccc(C(=O)NNS(=O)(=O)c2ccc(C)cc2)cc1
→ 7%	-7%	0%	-5%	-4%	-9%	4%	4%
Cc1cc(NC(=O)CN2C(=O)NC(Cc3ccccc3)C2=O)no1 (stereo not given)
→ ·	4%	8%	-4%	-4%	-2%	9%	-1%
COC(=O)c1ccc(C)c(NC(=O)CCc2ccc(OC)cc2)c1
→ -5%	-6%	0%	-3%	6%	4%	20µM*	5%
CCC(=O)c1cc(F)c(N2CCN(S(=O)(=O)c3ccc(C)cc3)CC2)cc1C
→ -4%	-12%	-4%	?	-14%	-3%	-15%	5%
CCCCNC(=S)NNC(=O)c1sccc1C
→ 4%	-8%	-4%	10%	3%	2%	21%	-2%
CCn1c(=O)cc(OCC(=O)N(C)C2CCCCC2)c2ccccc21
→ ·	2%	-1%	1%	-13%	-5%	20µM*	-1%
O=C(CC12CC3CC(C1)CC(CC(=O)N1CCCC1)(C3)C2)N1CCCC1
→ 0%	-19%	10%	-11%	-4%	-12%	1%	-4%
CC(=O)c1c(N2CCCCC2)nc(=S)n(-c2ccccc2)c1C
→ 0%	-10%	-2%	2%	-12%	8%	6%	10%
CCc1ccc(NC(=O)CSc2nnc(Cc3cccn3C)n2-c2ccc(F)cc2)cc1
→ -16%	13%	-12%	-14%	-17%	-6%	?	-2%
C=CCn1c(SCCC)nc(O)cc1=O
→ ·	9%	-3%	7%	-3%	i	2%	0%
NC(=O)c1cccnc1Oc1ccc(Cl)cc1Cl
→ 10%	·	1%	·	-10%	i	-1%	·
CCCCCCCCS(=O)c1sc2nc(C)cc(C)c2c1N (stereo not given)
→ ·	-29%	?	-25%	?	-7%	?	0%
CCCOC(=O)c1ccc(NC(=O)c2ccccc2OC)cc1
→ ·	-18%	-11%	·	-16%	-3%	?	-3%
CCOC(=O)N1CCN(C(=O)Cn2c(C)cc3ccccc3c2=O)CC1
→ 7%	-8%	?	3%	6%	-15%	-5%	-1%
COc1ccc(OC)c(S(=O)(=O)n2cnc3cc(C)c(C)cc32)c1
→ ·	?	-3%	1%	-12%	?	?	0%
COc1ccc(C)cc1S(=O)(=O)N(CC(=O)Nc1cccc([N+](=O)[O-])c1)c1cc(C)cc(C)c1
→ -1%	10%	0%	-5%	-2%	0%	6%	7%
COC(=O)c1ccc(NC(=O)C(=O)N2CCN(C(=S)Nc3cccc(OC)c3)CC2)cc1
→ -3%	-25%	12%	0%	?	-2%	?	0%
CCCSc1nnc(CN2CCOCC2)n1C
→ -7%	12%	1%	-10%	-6%	0%	-3%	0%
